ATXN2 expr inh: inhibitors of ATXN2 expression | Potency, µM (series often up to 57 µM), for inactives: at the highest dose activity change, negative = inhibition, actives largely listed as inhibitors | 360,000 tested, 0.72% active | HEK-293 ATXN2-luciferase reporter, luminescence, 24 h; further: potency means the concentration at half of the fitted maximal effect; on the % scale 0 is the no-effect control and ±100 the full control effect; nearly all actives have a fitted effect of over 55% in size
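qHTS (up to 57 uM final) was run with 24 h compound exposure of reporter cells at 37 °C. Each well was multiplexed: SteadyGlo luminescence measured ATXN2-luciferase expression after a fluorogenic Gly-Phe-AFC viability readout (25 uM final).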
A549 tox: counter-screen for Nrf2 inhibitors: cytotoxicity in A549 cells. AID 504648. Potency, µM (titrated, usually from 46 µM), inactives show at the top dose activity change, negative = cytotoxicity, actives largely listed as inhibitors. A549 ARE-Fluc cells, CellTiter-Fluor viability, 18-24 h. 390,000 tested, 0.16% active; further: potency means the concentration at half of the fitted maximal effect; on the % scale 0 is the no-effect control and ±100 the full control effect
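A549 ARE-Fluc cells in 5% FBS OPTI-MEM, 5000 cells/well, rested 2 h then exposed to compounds in concentration-response for 18-24 h at 37 °C. Viability by CellTiter-Fluor fluorescence (Ex 405/Em 525) after 30 min; luciferase luminescence (BugLite, 15 min, RT) read afterwards.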
Nrf2 block: inhibitors of Nrf2 signaling; A549 ARE-Fluc reporter, luciferase luminescence, 18-24 h; Potency, µM (highest dose often 46 µM), inactives show at the highest dose activity change, negative = inhibition, most hits filed as inhibitors; 360,000 tested, 2.1% active; further: potency means the concentration at half of the fitted maximal effect; on the % scale 0 is the no-effect control and ±100 the full control effect; nearly all actives have a fitted effect of over 60% in size
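Reporter: ARE-Fluc in A549. Exposure: 18-24 h, 37 °C, 5% CO2, 5% FBS OPTI-MEM. Readouts: fluorescent cytotoxicity (CellTiter-Fluor), then luminescent Nrf2 signal after BugLite.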
IL-2 act: IL-2 activation; activation, % (series mostly up to about 46 µM); 360,000 tested, 0.065% active; IL-2 activation reporter assay, cell-based qHTS; stimulated with anti-CD3/CD4/CD28 beads; in transgenic mouse T cells; AID 652025; in the data active means activation above about 50%; inconclusive means mostly about 30% to 49%; further: 0% is about no effect
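Quantitative HTS in unstimulated transgenic mouse T cells, with memory T cells as non-tolerant control and PMA/ionomycin as tolerance-bypass control. Compound pretreatment lasted 60 minutes before 18 h bead stimulation; EGFP/DsRed fluorescence read.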
TGFb SMAD3 inh: inhibitors of TGF-b signaling; HepG2 CAGA-GFP TGF-b/SMAD3 reporter, GFP fluorescence, 18 h; TGF-beta stimulated, 500 pg/mL final; Potency, µM (highest dose often 46.1 µM), without a hit: top-dose activity, negative = inhibition, actives largely listed as inhibitors; 410,000 tested, 1.2% active; AID 588855; further: potency means the concentration at half of the fitted maximal effect; on the % scale 0 is the no-effect control and ±100 the full control effect; nearly all actives have a fitted effect of over 65% in size
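Read-out: total well GFP (ex488/em500-530) summed from mean per-cell fluorescence. Cells: HEPG2 CAGA-GFP, 1% FBS DMEM, 18 h at 37 degrees C with 500 pg/mL final TGF-beta. Unstimulated wells served as the full-inhibition control; stimulated DMSO wells = 0%.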
Nrf2 ARE act: activators of Nrf2 (ARE) signaling; AREc32 ARE-luciferase reporter (MCF7-derived line), luminescence, 24 h; Potency, µM (doses to about 46.1 µM), without a hit: at the top dose activation, usual class: activators; 410,000 tested, 0.31% active; further: potency means the concentration at half of the fitted maximal effect; % of control where 0% means no effect; nearly all actives have a fitted effect of over 65% in size
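Quantitative high-throughput format: AREc32 reporter cells, 1000 per well, received compound by pin transfer and were incubated 24 hr at 37 deg C, 5% CO2, before Steady-Glo luminescence detection.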
ATXN viability: reduces viability in counter-screen for ATXN expression inhibitors. S2 cells (HEK-293 line with an ATXN2-luciferase reporter) viability, CellTiter-Fluor protease fluorescence, 24 h. Potency, µM (titrated, usually from 56.7 µM), hits mostly cytotoxic. 400,000 tested, 0.49% active. AID 651635; further: potency means the concentration at half of the fitted maximal effect; nearly all actives have a fitted effect of over 40% in size
EPAC2 agonist: agonists of human EPAC2 (RAPGEF4); Potency, µM (highest dose often 154 µM), for the others: top-dose activation, most hits filed as activators; EPAC2 activation, biochemical qHTS; response scale: 100% = 6.5 mM cAMP response; 360,000 tested, 0.079% active; further: potency means the concentration at half of the fitted maximal effect; nearly all actives have a fitted effect of over 50% in size
Target sequence (Q8WZA2 whole entry, looked up): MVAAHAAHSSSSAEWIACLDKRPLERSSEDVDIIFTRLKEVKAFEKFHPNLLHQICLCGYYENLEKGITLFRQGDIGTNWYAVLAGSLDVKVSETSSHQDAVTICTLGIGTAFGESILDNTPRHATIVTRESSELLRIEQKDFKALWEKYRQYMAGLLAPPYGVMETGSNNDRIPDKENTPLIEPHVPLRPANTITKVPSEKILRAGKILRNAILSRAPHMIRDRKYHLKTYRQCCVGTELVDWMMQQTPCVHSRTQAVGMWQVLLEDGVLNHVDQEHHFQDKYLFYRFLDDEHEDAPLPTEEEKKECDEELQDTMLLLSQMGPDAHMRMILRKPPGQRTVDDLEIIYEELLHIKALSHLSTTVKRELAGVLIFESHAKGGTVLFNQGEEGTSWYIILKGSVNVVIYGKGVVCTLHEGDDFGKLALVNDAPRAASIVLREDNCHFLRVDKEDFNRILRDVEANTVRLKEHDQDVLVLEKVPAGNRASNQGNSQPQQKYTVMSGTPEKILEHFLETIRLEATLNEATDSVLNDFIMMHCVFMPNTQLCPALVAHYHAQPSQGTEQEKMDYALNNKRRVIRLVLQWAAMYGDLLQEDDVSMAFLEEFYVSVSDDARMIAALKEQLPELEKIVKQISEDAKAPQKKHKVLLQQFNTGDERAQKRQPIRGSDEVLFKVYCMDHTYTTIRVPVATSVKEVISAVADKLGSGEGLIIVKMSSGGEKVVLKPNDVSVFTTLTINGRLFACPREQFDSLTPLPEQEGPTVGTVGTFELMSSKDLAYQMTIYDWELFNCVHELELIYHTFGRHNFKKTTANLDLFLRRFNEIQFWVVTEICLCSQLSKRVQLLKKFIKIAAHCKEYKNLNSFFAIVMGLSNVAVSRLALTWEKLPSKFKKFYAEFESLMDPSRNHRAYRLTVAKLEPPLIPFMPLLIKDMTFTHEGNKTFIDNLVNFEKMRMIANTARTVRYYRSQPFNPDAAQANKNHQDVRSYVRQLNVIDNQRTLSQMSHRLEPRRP
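Fluorescence exchange assay: 100 nM EPAC2 with 250 nM RAP1B-BODIPY-GDP and 50 uM GDP; compounds tested as a concentration-titration series (qHTS). Loss of Rap1-bound BODIPY-GDP fluorescence read at 480/540 nm; data normalized to 6.5 mM cAMP.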
HepG2 viability: HepG2 cytotoxicity, counter-screen for TGF-b inhibitors; HepG2 CAGA-GFP viability, ATP luminescence, 18 h; Potency, µM (doses to about 46.1 µM), inactives show at the top dose activity change, negative = cytotoxicity, hits mostly cytotoxic; 410,000 tested, 0.76% active; AID 588856; further: potency means the concentration at half of the fitted maximal effect; some results filed as inactive show a strong effect at the top dose
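CellTiter-Glo luminescence gave cytotoxicity after 18 hours at 37 degrees C. The cells were HepG2 CAGA-GFP in 1% FBS DMEM, stimulated with 500 pg/mL TGF-beta after compound addition. %Activity was normalised to no-cell wells (complete cell-killing) and DMSO (no toxicity), and curves were fitted and classified.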
An asterisk follows results filed as active; i = inactive; ? = inconclusive; / = not tested or not shown; [ ] = dose if it differs, or a comment. Unless noted, the call rests on the fitted dose curve; in most records, active means well fitted curve in the direction sought with a large enough effect; inconclusive means small, poorly fitted or top-dose-only effect, or another doubt; inactive means no such curve, though single readings can be large; an effect the other way counts as inactive or inconclusive.

SMILES	ATXN2 expr inh	A549 tox	Nrf2 block	IL-2 act	TGFb SMAD3 inh	Nrf2 ARE act	ATXN viability	EPAC2 agonist	HepG2 viability
Cn1nc(C(C)(C)C)cc1C(=O)N1CCCCC1c1cc(C(=O)NCc2cccnc2)no1 (centres undefined)	-7.7%	/	/	-0.3	6.6%	-0.9%	i	-1.0%	-2.8%
NC(=O)c1nn(CC(=O)Nc2cccc(S(=O)(=O)N3CCCC3)c2)c(=O)c2ccccc12	/	-8.4%	-12.5%	-0.1	9.4%	-1.1%	i	-5.1%	-6.7%
CC(C)(C)c1ccc(OCCC(=O)OCC(=O)Nc2ccc(N3CCOCC3)cc2)cc1	11.5%	2.9%	0.4%	-0.8	10.3%	0.3%	i	-14.7%	0.0%
O=C(CN1CCN(Cc2ccccc2)CC1)N/N=C\C=C/c1ccco1	5.9%	-5.1%	?	-3.7	3.8%	6.31µM*	i	1.6%	-11.0%
COc1ccc(OC)c(C(=O)COC(=O)c2ccccc2O)c1	/	-1.5%	0.3%	-2.8	0.0%	12.6µM*	/	13.5%	-1.2%
Cc1nc(NN)nc(NCc2ccccc2)n1	4.4%	-2.1%	8.0%	5.8	27.8%	0.8%	i	0.2%	35.9%
O=C(COC(=O)c1cc(S(=O)(=O)N2CCCCC2)ccc1N1CCOCC1)c1ccc(Cl)cc1	0.0%	3.1%	-0.3%	-2.5	15.2%	0.2%	i	8.4%	14.1%
O=C(CSc1nc2ccccc2o1)NC(=O)NCc1ccco1	-8.5%	-4.8%	-12.7%	-2.8	1.3%	-0.3%	i	8.9%	-11.0%
CCN(CC)C(=O)c1sc2c(c1C)c(=O)n(Cc1ccccc1)c(=O)n2Cc1c(C)cc(C)cc1C	1.8%	-12.1%	/	/	?	0.9%	i	/	-22.2%
CC1CCN(CCNC(=O)c2ccc(NC(=O)C3CCCO3)cc2)CC1 (centres undefined)	4.1%	3.8%	-2.7%	-0.5	-2.0%	-0.3%	i	6.6%	-3.9%
COC(=O)c1c(NC(=O)COC(=O)c2ccc(O)cc2)sc2c1CCCCC2	?	0.2%	?	-0.3	3.0%	2.8%	?	-0.4%	-4.0%
O=C(C[n+]1cc(-c2ccc(Cl)c(Cl)c2)n2c1CCC2)N1c2ccccc2Sc2ccccc21	-18.0%	11.7%	9.4%	-0.5	?	0.6%[9.22 µM]	i	-6.1%	-8.7%
COCCCNC(=O)C(=O)Nc1cc2c3c(c1)CCN3C(=O)CC2	/	1.7%	8.3%	-0.4	-1.4%	1.0%	i	6.0%	-0.6%
CN(C)S(=O)(=O)c1cc(NC(=O)CN2CCN(c3ccc(O)cc3)CC2)ccc1Cl	-20.2%	-14.2%	-8.7%	-0.6	-9.4%	0.1%	i	10.6%	-4.4%
O=C(O)CCc1ccc(-c2cccs2)o1	14.6%	4.7%	13.2%	-2.1	0.3%	11.6%	i	2.9%	-2.1%
OCC1(CCOc2ccccc2)CCN(Cc2ccc(OC(F)F)cc2)CC1	-27.2%	2.2%	-16.6%	-2.3	-20.3%	0.3%	i	3.3%	-34.2%
CCCCn1nnnc1NCc1ccc(OC)c(OC)c1	17.6%	-2.9%	5.1%	-0.2	-4.5%	0.0%	i	-1.5%	1.3%
COc1ccccc1NC(=O)C(C)Sc1nc(-c2ccccc2)cn1N (centres undefined)	/	-0.1%	?	-0.2	-14.9%	0.5%	i	3.9%	-14.6%
O=c1[nH]c(=O)n2ncnc2[nH]1	/	/	/	-2.3	-1.7%	0.0%	i	18.0%	-14.0%
C=CCN(CC=C)C(=O)CN1C(=O)c2ccccc2C1=O	4.2%	-4.1%	0.4%	0.1	19.1%	0.1%	i	7.6%	-1.7%
COc1ccc(S(=O)(=O)N2CCN(C(=O)C3CCCCC3)CC2)cc1	-13.8%	0.6%	3.8%	-4.0	-14.8%	-0.3%	i	3.6%	-8.5%
O=C(Nc1cccc2cccnc12)c1ccc(-c2cccc(Cl)c2)o1	1.6%	2.0%	5.9%	/	-4.2%	3.9%	i	/	-3.6%
O=C(CCC(=O)Nc1ccccc1Cl)NNC(=O)c1ccccc1[N+](=O)[O-]	/	0.0%	-3.1%	-2.1	?	-0.6%	i	3.8%	-18.2%
CCC(C)NC(=O)NCc1ccccc1F (centres undefined)	-14.4%[11.3 µM]	0.0%	1.4%	-0.3	-7.4%	0.0%	i	?	2.7%
c1ccc(CSc2nnnn2-c2cccc3ccccc23)nc1	-9.3%	11.6%	-7.8%	-0.3	0.5%	0.2%	i	7.0%	8.1%
COc1ccc(/C=C/C(=O)NCC(c2ccc(F)cc2)N2CCOCC2)cc1OC (centres undefined)	-5.2%	5.5%	-14.5%	-1.0	2.0%	0.8%	i	1.9%	-1.0%
COc1ccc(-n2nnnc2C2CCN(S(=O)(=O)c3ccc(NC(C)=O)cc3)CC2)cc1	/	-19.9%	9.2µM*	/	-8.9%	-0.6%	/	/	-28.9%
O=C(CCOc1ccccc1)Nc1ccnn1C1CCN(Cc2ccc(CO)o2)CC1	1.6%	-6.8%	-10.3%	0.7	2.4%	0.4%	i	9.7%	21.8%
c1ccc(-n2cc(CN3CCCC3)c(-c3ccc4c(c3)OCO4)n2)cc1	-19.5%	1.2%	5.4%	-2.6	13.8%	-0.5%	i	1.3%	0.4%
CC(C)NC(=O)c1cccc(NC(=O)CC2SC(N3CCCCC3)=NC2=O)c1 (centres undefined)	0.1%	-7.1%	2.2%	1.3	-6.1%	-0.3%	i	-3.4%	3.8%
Cc1cccc(C)c1NC(=O)CSc1nnc(NC(=O)CN2CCOCC2)s1	3.9%	6.1%	8.9%	1.9	6.6%	0.2%	i	0.0%	-4.4%
COc1cccc(CN2CC(C(=O)NCCN3CCOC3=O)CCC2=O)c1 (centres undefined)	6.1%	3.5%	1.3%	-3.8	8.0%	-1.2%	i	3.0%	13.8%
CC(=N/O)/C(C)=N\NC(=O)c1ccccn1	12.9%[11.3 µM]	-0.8%	8.6%	0.4	-3.1%	3.1%	i	1.3%	-33.2%
Cc1ccc(C(=O)COC(=O)CCc2ccc(S(=O)(=O)N3CCCCC3)cc2)cc1	1.7%	-5.6%	1.1%	-1.7	-5.4%	0.1%	i	0.9%	12.3%
CCOC(=O)C1(Cc2ccccc2C(F)(F)F)CCN(C2CCCC2)CC1	-19.8%	-16.4%	12.9%	-1.4	5.4%	-0.2%	i	3.0%	-20.0%
Cc1nnc(SCC(=O)NCc2cccc(F)c2)c2nn(-c3ccccc3)c(C)c12	-34.1%	2.4%	?	/	?	7.1%	?	/	-5.7%
O=C(N/N=C/c1ccccc1O)C(=O)Nc1ccccn1	/	1.5%	2.3%	0.6	-15.5%	-0.3%	i	5.7%	-31.1%
Cn1cc(/C=C(\C(=O)O)C(C(=O)O)=C2CCCCC2)c2ccccc21	6.0%	8.5%	7.2%	0.2	40.8%	4.1%	i	12.7%	44.4%
CSc1ccc(CNCCN2CCOCC2)cc1	-8.9%	-1.2%	11.2%	-1.5	-38.0%	0.2%	i	9.0%	0.8%
COCCNc1ccc(-c2nn(C)c(=O)c3ccccc23)cc1[N+](=O)[O-]	/	0.5%	12.3%	0.8	-8.5%	-0.8%	i	6.4%	-8.5%
Cc1ccc(C2=NN(C(=O)CSc3nnnn3C)C(c3ccco3)C2)cc1 (centres undefined)	7.4%	1.5%	-5.5%	0.9	?	0.8%	i	-7.6%	-22.1%
COc1cccc(N2C(=O)C(c3ccccc3)=C(c3nc4ccccc4s3)C2NC(C)=O)c1 (centres undefined)	-7.4%	-9.1%	?	0.4	-13.9%	2.0%	i	12.0%	-7.1%
Cc1ccccc1OCc1csc(N)n1	10.6%	0.6%	6.7%	0.5	-2.6%	-0.5%	i	4.5%	-3.6%
COc1ccc(/C=C(\NC(=O)c2ccc(Cl)cc2)C(=O)NCc2cccnc2)cc1OC	/	/	/	-1.4	-3.0%	-0.4%	i	-2.9%	-2.8%
COc1cc(Cl)c(NC(=O)CN2C(=O)c3cccnc3Sc3ccccc32)c(OC)c1	/	-8.0%	?	/	/	8.4%	/	/	1.4%
COc1ccc([N+](=O)[O-])cc1NC(=O)CSCc1ccccc1	-17.8%	1.7%	-9.7%	-6.3	-6.1%	?	i	7.4%	-23.4%
CCCNC(=S)N1CCC(NC(=O)C23CC4CC(CC(C4)C2)C3)CC1	22.8%	-2.9%	-12.7%	2.9	-36.7%	2.8%	i	-4.0%	-12.7%
O=C(CCl)N(c1ccccc1)C1CCCCC1	?	?	?	-1.0	?	-2.9%	?	5.5%	17.8µM*
COC(=O)c1sccc1-n1cccc1C(=O)C(=O)N1CC(C)OC(C)C1 (centres undefined)	4.8%	-0.7%	/	0.8	1.9%	-0.7%	i	2.3%	6.7%
CC(C)(C)n1nnnc1C(c1ccc(Cl)cc1)N(Cc1cccnc1)Cc1ccco1 (centres undefined)	-21.6%	-16.7%	?	-0.7	?	6.1%	i	17.9%	-69.3%
CC(C)C(NC(=O)c1ccc2c(c1)OCCO2)c1nc2ccccc2[nH]1 (centres undefined)	-18.3%	-4.5%	-22.6%	-2.7	-13.5%	0.2%	i	-0.2%	-6.5%
C[C@H](CO)N1C[C@H](C)[C@@H](CN(C)S(=O)(=O)c2ccc(F)cc2)Oc2ccc(NC(=O)C3CC3)cc2C1=O	8.9%	-1.3%	6.3%	1.0	?	-0.4%	i	-0.8%	2.1%

Screens (PubChem BioAssay)
